From PubChem BioAssay
UHRF1 MBD2 ctr = UHRF1 methylated DNA binding inhibitors, primary screen, counter-screen for MBD2 inhibitor project, biochemical, TR-FRET, human UHRF1, single concentration; 370,000 tested, 0.75% active; inhibition, % at 4.4 µM; UHRF1 binding to methylated oligo; E3 ubiquitin-protein ligase UHRF1 (Homo sapiens), Q96T88; in the data active = inhibition above about 21%;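 note: UHRF1 SRA domain binding a hemimethylated CpG hairpin DNA probe; 0% = median of test compound wells and 100% = reference inhibitor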
SIAE primary = human SIAE inhibitors, primary screen, biochemical, fluorescence polarization, FP-Rh probe, 1536-well HTS. Sialate O-acetylesterase (Homo sapiens), Q9HAT2. SIAE FP-Rh probe binding. inhibition, % at 9.66 µM. 370,000 tested, 0.69% active. AID 1053197, 2014;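 active = inhibition above a cutoff: mean of compounds within the control limits plus 3 SD of those, cut at about 17% in these data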;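 note: 0% = plate median of compound wells and 100% = probe without SIAE protein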
Target sequence (Q9HAT2 whole entry, looked up): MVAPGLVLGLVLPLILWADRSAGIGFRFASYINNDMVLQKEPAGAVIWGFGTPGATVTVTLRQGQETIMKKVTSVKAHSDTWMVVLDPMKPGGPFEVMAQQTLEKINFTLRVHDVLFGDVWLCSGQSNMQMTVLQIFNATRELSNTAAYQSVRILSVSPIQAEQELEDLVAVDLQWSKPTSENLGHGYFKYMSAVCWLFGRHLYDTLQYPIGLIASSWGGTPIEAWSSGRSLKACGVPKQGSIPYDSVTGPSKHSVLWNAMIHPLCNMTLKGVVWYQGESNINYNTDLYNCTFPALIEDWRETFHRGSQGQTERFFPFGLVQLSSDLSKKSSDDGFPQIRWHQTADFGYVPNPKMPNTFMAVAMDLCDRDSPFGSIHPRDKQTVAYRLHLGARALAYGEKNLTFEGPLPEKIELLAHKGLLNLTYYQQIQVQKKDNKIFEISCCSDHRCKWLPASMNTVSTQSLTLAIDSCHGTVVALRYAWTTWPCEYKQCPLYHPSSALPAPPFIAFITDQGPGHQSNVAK
TDP2 absorb = human TDP2 enzyme inhibitors, primary screen, biochemical, epi absorbance, recombinant enzyme; Tyrosyl-DNA phosphodiesterase 2 (Homo sapiens), O95551; T5PNP hydrolysis, p-nitrophenol absorbance 415 nm; inhibition, % at 12.8 µM; 370,000 tested, 0.34% active; AID 720702, 2013;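 active = inhibition above the mean of all tested compounds plus 3 SD, set per campaign, cut at about 25% in these data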;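 note: 0% = DMSO with enzyme and 100% = buffer with substrate but no TDP2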
Target sequence (O95551 whole entry, looked up): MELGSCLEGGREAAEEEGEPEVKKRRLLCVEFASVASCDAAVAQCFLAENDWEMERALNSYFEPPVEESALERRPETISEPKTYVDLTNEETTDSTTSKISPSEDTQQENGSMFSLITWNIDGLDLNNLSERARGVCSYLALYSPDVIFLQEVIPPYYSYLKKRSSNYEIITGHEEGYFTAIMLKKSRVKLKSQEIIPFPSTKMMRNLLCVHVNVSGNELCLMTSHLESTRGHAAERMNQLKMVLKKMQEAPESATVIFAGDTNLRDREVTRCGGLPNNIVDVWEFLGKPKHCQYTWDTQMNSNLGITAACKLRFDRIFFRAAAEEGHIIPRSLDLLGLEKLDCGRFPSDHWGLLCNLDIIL
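Test system: Human TDP2 enzyme | Reagent: 5 mM T5PNP | Compound dosing: 12.8 µM single point, 1% DMSO | Incubation: Enzyme reaction with compound for 2 h at 37 °C | Technique: p-Nitrophenol epi absorbance | Read-out: % inhibition relative to enzyme-containing and enzyme-free wells | Benchmarks: High control without enzyme, low control DMSO plus TDP2 | Replicates: Singlicate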
KLK7 zymogen act = proKLK7 zymogen activators, primary screen, biochemical, fluorescence intensity; Kallikrein-7 (Homo sapiens), P49862; purified proKLK7, EDANS-DABCYL substrate fluorescence; 100% is mature enzyme control, 0% vehicle; activation, % at 7 µM; 370,000 tested, 0.9% active; AID 652039, 2013;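 active = activation above the mean of all tested compounds plus 3 SD, computed per campaign excluding outliers beyond control limits, cut at about 13% in these data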
DDE Tn7 FP inh = inhibitors of Tn7 peptide binding to fibrin DD(E), primary screen, biochemical, fluorescence polarization, human fibrin, Tn7 probe. FP displacement of FITC-Tn7 peptide from fibrin DD(E); 0% = median of compound wells per plate. inhibition, % at 8.3 µM. AID 720508, 2013. 370,000 tested, 0.13% active. Fibrinogen beta chain (Homo sapiens), P02675;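 active = inhibition above the mean of compounds falling within the control limits plus 3 SD of them, cut at about 14% in these data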;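 note: 0% = plate median of compound wells and 100% = 10 µM Aha-Tn7 peptide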
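Also added: labelled Tn7 tracer, 0.1 µM; Assay system: human fibrin DD(E) protein; Amount: 2 µM fibrin DD(E); Schedule: 10 min compound pre-incubation, 3 h probe incubation at room temperature; Repeats: one replicate per compound; Read-out basis: percent inhibition; Measured by: fluorescence polarization of the labelled Tn7 tracer.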
LEDGF integ inh = blockers of LEDGF/p75-dependent integrase strand transfer – biochemical, TR-FRET, high throughput, primary screen | HIV-1 integrase (with human LEDGF/p75) | TR-FRET IN-LEDGF/p75 DNA integration, Eu/Cy5 | inhibition, % at 3.7 µM | 370,000 tested, 0.64% active;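 active = inhibition above the screen-wide mean plus 3 SD, cut at about 13% in these data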;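 note: signal is the Cy5 over europium emission ratio at 671 and 618 nm; 0% = plate median of compound wells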
MBD2 inh = inhibitors of MBD2 binding to methylated DNA, primary screen, biochemical, TR-FRET, DNA-binding domain, human. Methyl-CpG-binding domain protein 2 (Homo sapiens), Q9UBB5. MBD2 binding to methylated oligonucleotide. inhibition, % at 4.4 µM. 370,000 tested, 0.31% active. AID 686964, 2013; in the data active = inhibition above about 13%
TCR-CD3 inh = inhibitors of human TCR-CD3 interaction, primary screen, biochemical, fluorescence, TAMRA-labeled TCR probe; AID 651800, 2012; T-cell receptor (TCR); 360,000 tested, 0.37% active; inhibition, % at 9.4 µM; in the data active = inhibition above about 19%;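 note: recombinant mutant TCR 2C K166C tagged with TAMRA read by polarization; 0% = receptor in buffer alone and 100% = receptor with positive control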
PRMT1 FP inh = PRMT1 methyltransferase inhibitors, primary screen, biochemical, fluorescence polarization | Protein arginine N-methyltransferase 1 (Homo sapiens), Q99873 | 370,000 tested, 1.3% active | inhibition, % at 2.79 µM | recombinant PRMT1, activity-based probe fluorescence polarization;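 active = inhibition above about 21% made by adding two undisclosed values, limit read from the data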
DDE Tn6 FP inh = inhibitors of Tn6 peptide binding to fibrin DD(E), primary screen, biochemical, fluorescence polarization, human fibrin, Tn6 probe; Fibrinogen beta chain (Homo sapiens), P02675; Fibrin DD(E) TRITC-Tn6 fluorescence polarization displacement; inhibition, % at 8.3 µM; 370,000 tested, 0.21% active; AID 720509, 2013;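 active = inhibition above a per-campaign cutoff: mean of compounds within control limits plus 3 SD, cut at about 15% in these data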;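 note: 0% = median of all compound wells on the plate and 100% = blocking peptide control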
* hit, by the source's call; / = not tested or not shown; & = joins results of further samples.

SMILES	UHRF1 MBD2 ctr	SIAE primary	TDP2 absorb	KLK7 zymogen act	DDE Tn7 FP inh	LEDGF integ inh	MBD2 inh	TCR-CD3 inh	PRMT1 FP inh	DDE Tn6 FP inh
CCC(C)NC(=O)CCc1nnc2ccc(N3CCC(C)CC3)nn12 (stereo unspecified)	0	1	-13	0.0	-6	5	-5	-6	-6	-2
CC(C)c1ccc(NC(=O)Nc2nc(C(N)c3ccccc3Cl)cs2)cc1 (stereo unspecified)	-9	-6	-5	-0.8	2	2	-6	0	-3	0
Cn1cnnc1SCCCN1C(=O)c2cccc3cccc(c23)C1=O	-5	-2	-3	-1.1	-9	0	-5	-2	-1	1
CN1C[C@@H]2C[C@@H](C3=Cc4cc(Cl)ccc4OC3)N3CCC[C@@]23C1=O	0	-3	10	1.0	2	-5	-4	-1	0	-1
COCCNC(=O)CSc1ccccc1C(=O)O	1	-8	6	-0.2	5	1	-3	-6	4	5
COc1cc([N+](=O)[O-])cc(CN2CCCCC2)c1O	-3	5	-15	-0.3	2	-2	-6	4	-2	1
COc1ccc([C@H]2C[C@H](O)[C@@H](n3cc(COC(=O)c4ccccc4)nn3)CN2C(=O)C2CCCCC2)cc1	1	-2	0	0.3	-1	1	6	2	-1	-10
COc1cc2c(cc1OC)CN(C(=O)CCc1c[nH]c3ccccc13)[C@H](C(=O)O)C2	0	4	16	2.1	4	1	-4	10	-3	-2
C(=C\c1ccccc1)/CN1CCN(C(CCc2ccccc2)c2nnnn2-c2ccc3c(c2)OCCO3)CC1 (stereo unspecified)	-1	4	-12	-0.3	2	-1	4	-4	0	-1
Cc1ccc(O)c(CO)n1	8	-4	-14	1.3	2	2	9	-3	9	-5
CC1CCC(NC(=O)COC(=O)CCC(=O)c2ccc(Cl)s2)CC1 (stereo unspecified)	2	0	0	0.3	3	1	-3	2	-2	3
COc1cc(NCCCn2cnc3c(OC)ncnc32)cc(OC)c1OC	-3	3	-3	0.3	0	-4	-2	-2	-1	0
CCCc1nnc(NC(=O)CCC(=O)N2CCCCC2)s1	-4	-1	26*	-0.7	0	-2	4	4	-2	-3
Cc1cc(C)c(NC(=O)C2CCCN2CCOC(=O)c2ccccc2)c(C)c1 (stereo unspecified)	11	3	-1	0.8	-8	1	5	-9	1	-9
COc1cccc(C(C)(O)c2nc(-c3cnn(C)c3)cs2)c1 (stereo unspecified)	-1	2	12	0.2	10	-2	2	-2	3	-4
Cc1cc(C)c(C(=O)C(C)OC(=O)C2=COCCO2)cc1C (stereo unspecified)	2	4	-10	-0.3	5	-8	-1	-1	3	-7
Cc1ccc(C)c(NC(=O)c2ccc(N(C)S(C)(=O)=O)cc2)c1	-2	2	12	-0.5	4	1	-7	-5	-1	3
Cc1nc2sc(C)c(C)c2c(=O)o1	-1	4	9	-0.2	0	1	1	2	-1	3
O=C(Nc1ccc(Cl)c([N+](=O)[O-])c1)c1ccncc1	6	-7	-12	0.2	10	1	6	4	1	3
CCOC(=O)c1cccc(NC(=O)COc2nsnc2N2CCOCC2)c1	0	-4	2	-0.2	-1	0	-4	1	-4	-2
O=C(CCC1CCCCC1)NCCN1C2=NC[C@H](Cc3ccc(O)cc3)N2C[C@H]1Cc1ccc(O)cc1	-1	9	4	0.5	6	-3	-5	1	-1	5
COc1cc(C2C3=C(COC3=O)Oc3cc4c(cc32)OCO4)cc(OC)c1OC(C)=O (stereo unspecified)	0	4	-13	0.3	-1	-1	-1	6	-2	6
Cc1cc(C(=O)COC(=O)CNC(=O)c2ccco2)c(C)n1Cc1ccco1	3	3	-10	0.4	0	-1	0	3	-2	-4
CCC(C)[C@H](NC(=O)C1CCC(CNC(=O)[C@@H]2CCCN2C(=O)OC(C)(C)C)CC1)C(=O)O (stereo partly specified)	6	5	3	0.1	2	10	3	-9	-2	6
Cc1nnc(SCC(=O)NNC(=O)c2ccc(Br)cc2)n1C	4	3	-6	-0.2	-3	-4	-1	-4	1	-3
CC(=O)NC(Cc1ccccc1)C(=O)N1CCN(C(=O)c2cccs2)CC1 (stereo unspecified)	-3	0	-4	0.0	1	-2	-2	12	-3	17*
Cc1ccc(CN2CCN(Cc3ccccc3-c3ccco3)CC2CCO)o1 (stereo unspecified)	-2	-3	-3	0.3	8	7	-4	-2	-3	2
COc1ccc(C(=O)c2c(-c3ccsc3)oc3ccc(-c4ccc(OC)cc4)cc23)cc1	12	-4	-5	-0.5	-1	1	1	4	1	-4
Cc1ccc(Cn2cnc3c(cnn3C(C)(C)C)c2=O)cc1	-2	3	3	0.1	2	-1	-4	3	-4	-3
CCc1ccc(C(=O)OCC(=O)Nc2c(C)n(C)n(-c3ccccc3)c2=O)cc1	2	-2	-7	0.5	-4	2	-2	-3	-2	-2
Cc1ccc(OCCC(=O)OCC(=O)N2c3ccccc3NC(=O)C2(C)C)cc1	25*	0	1	0.2	-3	3	-4	8	1	1
COC1OC(CO)C(O)C(O)C1O (stereo unspecified)	-2	0	9	0.6	-4	1	-1	4	0	-12
CCC(C)c1ccccc1NC(=O)COC(=O)C1=NN(c2ccccc2)C(=O)CC1 (stereo unspecified)	-2	-4	1	-0.5	-3	-6	1	-7	2	-4
CCOc1cccc(C(=O)Nc2cccc(C(C)=O)c2)c1	0	-4	-4	-0.1	-2	-3	-4	1	1	10
COc1ccc(NC(=O)C2C3C=CC(O3)C2C(=O)O)cc1 (stereo unspecified)	1	13	10	-0.7	-5	-4	3	-8	36*	4
O=C1c2cccnc2C(=O)N1CO	-2	3	7	-0.9	6	-2	-4	-3	2	7
COCCCNC(=O)CCn1c(=O)c2ccccc2n(CC(=O)Nc2ccccc2C)c1=O	2	3	-1	0.3	-5	2	2	-8	-3	2
O=C(C1=C[C@@H](c2ccc(Br)cc2)C[C@@H](OCc2ccc(CO)cc2)O1)N1CCOCC1	-2	1	-4	-0.7	-5	-1	-3	-3	2	-6
Cc1cc(C)n(-c2nc3c(c(=O)n(C)c(=O)n3C)n2C)n1	-2	0	2	0.0	3	3	-2	0	2	-4
CCOC(=O)N1CCN(C(=O)c2cc(-c3ccc(F)cc3)[nH]c2C)CC1	-2	3	1	0.7	4	-3	-2	6	-1	-6

Fetched by structure from the entries so far:
SMILES	UHRF1 MBD2 ctr	SIAE primary	TDP2 absorb	KLK7 zymogen act	DDE Tn7 FP inh	LEDGF integ inh	MBD2 inh	TCR-CD3 inh	PRMT1 FP inh	DDE Tn6 FP inh
CCOC(=O)N1CCN(C(=O)c2cc(-c3ccc(F)cc3)[nH]c2C)CC1	-2	3	1	0.7	4	-3	-2	6	-1	-6
Cc1cc(C)n(-c2nc3c(c(=O)n(C)c(=O)n3C)n2C)n1	-2	0	2	0.0	3	3	-2	0	2	-4

(continued)
SMILES	UHRF1 MBD2 ctr	SIAE primary	TDP2 absorb	KLK7 zymogen act	DDE Tn7 FP inh	LEDGF integ inh	MBD2 inh	TCR-CD3 inh	PRMT1 FP inh	DDE Tn6 FP inh
O=C(COC(=O)Cc1c[nH]c2ccccc12)NC1CCS(=O)(=O)C1 (stereo unspecified)	-3	8	0	-0.1	4	-1	4	4	-4	-4
O=C(Cn1cnc2scc(-c3ccc(Cl)cc3)c2c1=O)N1CCOCC1	2	3	-3	0.3	5	2	-6	-5	-3	2
O=C(Nc1ccc(S(=O)(=O)N2CCCCC2)cc1)C1CCN(C(=O)c2ccc(F)cc2)CC1	4	0	-7	0.4	0	2	-3	-2	-2	0
O=C(C1COc2ccccc2O1)N1CCc2ccccc2C1 (stereo unspecified)	-1	-3	4	-0.2	5	0	-3	0	0	-5
Cc1nnc2sc(SCC(=O)N3CCCCC3)nn2c1=O	-1	-3	-17	-0.1	1	1	-9	7	-3	4
N#CCCN(C(=O)COC(=O)c1cccc(S(=O)(=O)N2CCCCCC2)c1)c1ccc(F)cc1	1	-8	6	0.2	-2	1	0	2	3	-10
O=Cc1cn(CCOc2ccccc2F)c2ccccc12	1	-5	-3	0.5	5	-1	2	1	-4	0
CCN(C(=O)COC(=O)c1cn(-c2ccccc2)nc1-c1ccccc1)C1CCS(=O)(=O)C1 (stereo unspecified)	0	1	10	0.2	-8	1	-1	1	0	8
CC(Sc1nc(-c2ccccc2)cc(C(F)(F)F)n1)C(=O)N1CCCC1 (stereo unspecified)	-1	-4	14	-0.1	2	1	-3	-5	-3	7
O=C1[C@H]2[C@@H](c3ccc(C(F)(F)F)cc3)N[C@]3(CCCN(Cc4ccccc4)C3=O)[C@H]2C(=O)N1Cc1ccccc1	-4	-4	-2	-0.4	1	-2	-5	1	1	-4
Cc1ccc(N2CC(C(=O)Nc3ccc(S(=O)(=O)Nc4nccs4)cc3)CC2=O)cc1C (stereo unspecified)	-2	4	-5	0.8	2	6	3	1	2	9
Cc1cc(=O)oc2cc(OCC(=O)Nc3c(Cl)cccc3C(F)(F)F)ccc12	2	-1	2	-2.9	2	-4	2	3	3	5
CCc1ccc(CCC(=O)Nc2ccc(Cl)cc2)o1	0	-2	-6	0.1	-1	4	-5	4	-6	-4
CCN(CC(=O)Nc1ccc(NC(C)=O)cc1)C(=O)/C=C/c1ccc([N+](=O)[O-])cc1	-5	11	4	0.1	3	-1	0	5	-2	9
CCCCNc1c(-c2ccc(SC(C)CC)cc2)nc2ccccn12 (stereo unspecified)	-1&0	11&8	1&1	0.8&-7.0	1&-1	-2&0	1&1	4&3	0&2	-1&2
CCc1ccc(C(=O)O)cc1	-3	0	14	-0.2	4	-2	3	-2	-2	4
CC(=O)c1c(C)[nH]c(C(=O)COC(=O)c2nccnc2N)c1C	-1	3	0	-3.4	-4	-1	-3	-3	-2	3
C#CCCc1ccccc1/C=[N+](/C)[O-]	-4	8	0	0.4	5	1	-8	6	1	7
Cc1cccc(C)c1NC(=O)[C@@H]1CC(=O)O[C@@H]1c1ccccc1	0	3	2	0.8	-2	-3	-3	/	2	0
O=C(c1[nH]c(C(F)(F)F)nc1-c1ccccc1)N1CCN(c2ncccc2C(F)(F)F)CC1	1	2	2	-0.4	2	-4	-1	-2	8	0
Cc1csc(NC(=O)c2cn3ccccc3n2)n1	-3	2	3	0.1	-2	7	-5	5	-4	0

An unsorted share of the library (roughly 4.6% active in at least one column).
